# PLK1 PBD block – blocks phosphopeptide binding to human PLK1 polo-box domain | Plk1 PBD binding of FITC phosphopeptide, fluorescence polarization | Potency, µM, inactives show max response, negative = inhibition, most hits filed as inhibitors | hit rate 2.8% among 360,000 | AID 720504; further: potency means the concentration at half of the fitted maximal effect; series mostly up to about 57 µM; on the % scale 0 is the no-effect control and ±100 the full control effect; nearly all actives have a fitted effect of over 65% in size
# WRN inhibitor – blocks human WRN helicase; hit rate 0.46% among 360,000; Potency, µM (highest dose often 114 µM), for inactives: top-dose activity change, negative = inhibition, most hits filed as inhibitors; Q14191; WRN helicase unwinding, fluorescent forked duplex, kinetic; AID 651768; further: potency means the concentration at half of the fitted maximal effect; on the % scale 0 is the no-effect control and ±100 the full control effect; nearly all actives have a fitted effect of over 55% in size
#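 Kinetic red-fluorescence monitoring (525/598 nm) tracks WRN helicase activity after 100 nM fluorophore-quencher forked duplex and 2 mM ATP are added to 20 nM enzyme pretreated 15 min at room temperature with compound.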
# EPAC1 agonist – agonists of human EPAC1 | hit rate 0.073% among 360,000 | O95398 | Potency, µM (titrated, usually from 154 µM), inactives show at the top dose activation, actives largely listed as activators | EPAC1 agonist qHTS, biochemical assay; response scale: 100% = response to 6.5 mM cAMP; further: potency means the concentration at half of the fitted maximal effect; nearly all actives have a fitted effect of over 60% in size
# Target sequence (O95398 whole entry, looked up): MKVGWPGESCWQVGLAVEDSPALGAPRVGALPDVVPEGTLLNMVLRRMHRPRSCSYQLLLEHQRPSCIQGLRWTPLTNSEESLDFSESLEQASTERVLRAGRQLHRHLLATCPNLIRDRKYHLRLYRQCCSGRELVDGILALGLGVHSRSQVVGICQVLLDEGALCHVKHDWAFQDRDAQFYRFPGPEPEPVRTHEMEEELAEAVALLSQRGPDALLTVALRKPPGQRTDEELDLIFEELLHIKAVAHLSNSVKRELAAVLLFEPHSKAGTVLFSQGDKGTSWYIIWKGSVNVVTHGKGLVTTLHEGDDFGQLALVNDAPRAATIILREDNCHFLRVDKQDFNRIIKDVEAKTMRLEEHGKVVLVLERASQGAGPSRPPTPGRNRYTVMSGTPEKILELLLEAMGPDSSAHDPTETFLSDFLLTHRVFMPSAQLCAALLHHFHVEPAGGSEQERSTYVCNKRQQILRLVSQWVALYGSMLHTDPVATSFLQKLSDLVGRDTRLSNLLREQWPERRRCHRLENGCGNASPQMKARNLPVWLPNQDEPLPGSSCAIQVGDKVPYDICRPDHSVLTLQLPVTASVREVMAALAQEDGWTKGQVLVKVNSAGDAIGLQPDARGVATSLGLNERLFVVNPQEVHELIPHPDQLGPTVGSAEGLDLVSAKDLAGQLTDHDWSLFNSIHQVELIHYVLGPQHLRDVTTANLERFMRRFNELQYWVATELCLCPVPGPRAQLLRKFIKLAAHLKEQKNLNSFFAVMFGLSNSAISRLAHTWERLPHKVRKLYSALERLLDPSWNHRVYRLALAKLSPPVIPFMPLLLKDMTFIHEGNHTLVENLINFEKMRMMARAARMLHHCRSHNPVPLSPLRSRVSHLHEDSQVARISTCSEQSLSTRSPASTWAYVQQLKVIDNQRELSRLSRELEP
#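 Nucleotide exchange assay: 100 nM EPAC1 with 250 nM Rap1B loaded with BODIPY-GDP and 50 uM GDP, room temperature. Fluorescence (480/540 nm) read every 5 min for 30 min; signal change normalized to 6.5 mM cAMP as full agonist.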
# Abeta yeast res – compounds reversing amyloid beta toxicity in yeast; Potency, µM (top dose mostly 46.1 µM), for inactives: top-dose growth rescue, usual class: activators; yeast expressing A-beta42, growth rescue, OD600, 48 h; response scale: 0% DMSO, 100% iron-clioquinol control; hit rate 0.063% among 410,000; AID 1347071; further: potency means the concentration at half of the fitted maximal effect; nearly all actives have a fitted effect of over 55% in size
#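 Yeast A-beta toxicity model in growth medium with pinned compounds, 48 h at 30 C; growth read as absorbance at 600 nm. Normalized to FeCl3/clioquinol equimolar mix (positive) and DMSO (negative).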
# FUS yeast rescue – FUS proteinopathy suppression in yeast. S. cerevisiae FUS-expressing, growth rescue, OD600, 24 h. Potency, µM (highest dose often 76.6 µM), inactives show top-dose growth rescue (activation), actives largely listed as activators. hit rate 0.24% among 390,000;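 further: potency means the concentration at half of the fitted maximal effect; plate controls were DMSO vehicle for no effect and reference control for full effect; nearly all actives have a fitted effect of over 55% in size; some results filed as inactive show a strong effect at the top dose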
#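 Compound concentration series was pinned onto galactose-induced FUS-expressing yeast seeded at OD 0.005. Plates sat 24hr at 30C; absorbance at 600 nm gave growth. DMSO served as background control.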
# EPAC1 antagonist – blocks human EPAC1 exchange factor; hit rate 0.14% among 360,000; O95398; Potency, µM (series often up to 115 µM), inactives show at the top dose activity change, negative = inhibition, hits mostly inhibitors; EPAC1 GEF assay, Rap1b-BODIPY-GDP exchange fluorescence; AID 720709;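 further: potency means the concentration at half of the fitted maximal effect; plate controls were vehicle for no effect and positive control for full effect; nearly all actives have a fitted effect of over 50% in size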
# IL-2 act – activates IL-2 in a cell-based reporter assay. IL-2 activation reporter assay, cell-based qHTS; stimulated with anti-CD3/CD4/CD28 beads; in transgenic mouse T cells. activation, % (series mostly up to about 46 µM). hit rate 0.065% among 360,000. AID 652025; in the data active means activation above about 50%; inconclusive means mostly about 30% to 49%; further: 0% is about no effect
#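 Screening format: compound pinned onto unstimulated transgenic mouse T cells, 60 min incubation, then anti-CD3/anti-CD4/anti-CD28 bead stimulation for 18 hours at 37 degrees C, followed by EGFP and DsRed detection.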
# PI5P4Ka inh – blocks human PI5P4K alpha kinase activity. P48426. PI5P4Kalpha enzyme, ADP-Glo luminescence, 60 min; active compounds read low. max response, %. hit rate 1.2% among 330,000. AID 652105; active means max response of -50% or lower; inconclusive means between -30% and -50%; inactive means -30% or higher; further: value at the top dose of about 77 µM; on the % scale 0 is the no-effect control and ±100 the full control effect
#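 Compounds were pin-transferred onto PI5P4Kalpha and substrate in HEPES pH 7.4 buffer with EGTA, CHAPS and 5% DMSO. ATP (5 microM final) started the reaction, which ran 60 minutes at room temperature before ADP-Glo detection.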
# Numbers without * were called inactive; ? = inconclusive; . = not tested or not shown; & = joins results of further samples; [ ] = remark or other dose. Unless noted, the call rests on the fitted dose curve; in most records, active means well fitted curve in the direction sought with a large enough effect; inconclusive means small, poorly fitted or top-dose-only effect, or another doubt; inactive means no such curve, though single readings can be large; an effect the other way counts as inactive or inconclusive.
SMILES	PLK1 PBD block	WRN inhibitor	EPAC1 agonist	Abeta yeast res	FUS yeast rescue	EPAC1 antagonist	IL-2 act	PI5P4Ka inh
Cc1ccc(-c2csc(NC(=O)CSc3ncn(-c4ccccc4)n3)n2)cc1	-8%	7%	10%	5%	39%	8%	-1.3	.
Cc1cc(C)c2c(CN3CCC(C)CC3)cc(=O)oc2c1	-8%	-4%	8%	-2%	19%	3%	2.3	4
O=C(O)c1ccc(S(=O)(=O)N(Cc2ccccc2)C2CCCCC2)cc1	4%	-7%	9%	11%	-10%	12%	-2.1	-4
Cc1sc2ncnc(N(C)Cc3cccs3)c2c1C	0%	-7%	8%	-38%[inhibitor]	-3%	3%	1.0	3
CCOC(=O)c1ccccc1NC(=O)C1CSC2(C)CCC(=O)N12 (stereo not given)	-10%	-4%	-11%	6%	26%	?	-1.1	-3
Cc1ccc(S(=O)(=O)Nc2ccc3c(c2)n(C)c(=O)n3C)cc1	0%	-2%	-4%	3%	32%	-28%	-0.6	1
CC(C)NCC(O)COc1ccc2c(c1)CCC2 (stereo not given)	0%	-8%	9%	16%	4%	6%	-1.7	4
Cc1cc(C)c(N=Cc2c(O)c3ccccc3oc2=O)c(C)c1	-2%	-3%	10%	11%	6%	-5%	0.5	-5
C=C(C)C(=O)Nc1cccc(C2=NOC3(C2)C[C@@H](C(N)=O)N(C(=O)C(=C)C)C3)c1 (stereo not given in full)	-27%	-8%[11.6 µM]	4%	-13%	0%	-3%	0.3	-20
COC(=O)c1ccc(NC(=O)C2CC(=O)N(c3ccc(C)cc3)C2)cc1 (stereo not given)	-28%	3%	-6%	-1%	16%	2%	0.7	4
Cc1cccc(-n2ncc3c2CCCC3NC(=O)c2ccc[n+]([O-])c2)c1C (stereo not given)	-5%	-1%[57.1 µM]	2%	7%	16%	1%	-2.1	1
Cc1c(OCC(=O)NCC2CCC(C(=O)O)CC2)ccc2c(-c3ccccc3)cc(=O)oc12 (stereo not given)	-8%	-9%	-4%	-24%	6%	0%	1.8	-6
COc1cccc(CN(C)C(=O)CN2C(=O)NC3(CCCc4ccccc43)C2=O)c1 (stereo not given)	-3%	4%	-7%	6%	.	6%	-2.6	-5
O=C(CN1C(=O)NC2(CCCC2)C1=O)Nc1ccccc1N1CCCC1	3%	1%	3%	13%	21%	-1%	1.9	5
COc1ccc(-c2ccc(SCC(=O)NC3CCCC3)nn2)cc1	-9%	5%	16%	0%	-36%	7%	-1.0	5
COC(=O)c1ccccc1Oc1c(F)c(F)nc(N2CCOCC2)c1F	-6%	-6%	22%	-12%	6%	1%	0.6	.
Cc1csc(NC(=O)CSc2nnc(-c3ccco3)n2C)n1	-5%	-12%	0%	-5%	0%	-19%	2.2	-4
COc1ccc(NC(=O)C2CC(c3cccc(Br)c3)=NO2)cc1OC (stereo not given)	6%	5%	6%	4%	3%	-15%	-0.5	2
COc1ccc(-c2[nH]ncc2CN2CCN(c3ccc(F)cc3)CC2)cc1	2%	-8%	-5%	-5%	18%	3%	-0.5	-1
COC(=O)N/N=C/c1ccc(OS(=O)(=O)c2ccc(C)cc2)c(OC)c1	-6%	-27%	2%	-12%	29%	-21%	-1.8	-6
CCc1c(C)sc(NC(=O)OC)c1C(=O)N1CCCCC1	?	-14%	6%	8%	?	-4%	-3.2	.
Cc1nc(N2CCN(S(=O)(=O)c3ccccc3)CC2)c2cc(-c3ccccc3)sc2n1	5%&-2%	-8%	6%	-5%	?	10%	1.0	17
COc1cc(C(=O)Nc2cc3c4c(c2)CC(=O)N4CCC3)cc(OC)c1OC	-6%	11%	-7%	4%	32%	-3%	-1.9	2
O=S(=O)(c1ccc2c(c1)C(=NO)c1cc(S(=O)(=O)N3CCCCC3)ccc1-2)N1CCCCC1	-9%	1%	4%	8%	-18%	1%	-2.5	8
CC(=O)c1ccc(NC(=O)CSc2nnc(C3CC3)n2C)cc1	2%	-10%	-9%	-15%	-13%	10%	1.1	-1

# The list goes on; the last 2 above are carried over.
SMILES	PLK1 PBD block	WRN inhibitor	EPAC1 agonist	Abeta yeast res	FUS yeast rescue	EPAC1 antagonist	IL-2 act	PI5P4Ka inh
O=S(=O)(c1ccc2c(c1)C(=NO)c1cc(S(=O)(=O)N3CCCCC3)ccc1-2)N1CCCCC1	-9%	1%	4%	8%	-18%	1%	-2.5	8
CC(=O)c1ccc(NC(=O)CSc2nnc(C3CC3)n2C)cc1	2%	-10%	-9%	-15%	-13%	10%	1.1	-1
Cn1c(=O)[nH]c(=O)c2c1nc(CN1CCN(Cc3ccccc3)CC1)n2CC(N)=O	-3%	7%	4%	2%	-16%	-6%	-2.7	-2
Cn1nnnc1SCC(=O)N1CCN(C(c2ccccc2)c2ccccc2)CC1	-9%	-7%	7%	3%	-2%	-6%	0.5	4
CCOc1ccc(S(=O)(=O)Nc2ccc(OC)nc2)cc1	-7%	4%	-2%	15%	47%	-9%	-0.2	2
N#Cc1c(N2CCOCC2)nc(N2CCCCC2)c2c1CCN(C1CCCCC1)C2	-9%	1%	7%	-14%	-4%	-17%	0.8	-5
O=C1c2cccc3cccc(c23)C(=O)N1Cc1cccnc1	0%	-8%	-2%	-3%	-18%	4%	4.8	7
CC1(C)Nc2cccc3cccc(c23)N1	-3%	-15%	0%	22%	11%	-13%	0.2	4
O=C(COc1ccccc1[N+](=O)[O-])N(C1CCCCC1)C1CCS(=O)(=O)C1 (stereo not given)	1%	8%	8%	-2%	1%	9%	-1.7	-1
CCc1c(C)sc(NC(=O)c2cccs2)c1C#N	?	-25%	2%	-5%	.	8%	0.5	-24
CC1CCN(C(=O)Cn2c(=O)n(Cc3ccc4c(c3)OCO4)c(=O)c3ccccc32)CC1	-7%	-29%[57.1 µM]	11%	4%	0%	-29%	-2.9	3
O=C(CN(c1ccc(F)cc1)S(=O)(=O)c1ccc2c(c1)OCCO2)NCc1cccnc1	-2%	5%	-2%	19%	-13%	12%	-0.4	0
COc1cc(NC(=O)c2ccc(C)cc2C)ccc1NC(=O)c1cccs1	-2%	5%	-7%	-15%	4%	6%	-2.3	-9
CCOC(=O)Nc1ccc(S(=O)(=O)NCCCN2CCOCC2)cc1	-12%	2%	2%	-22%	?	-17%	0.2	1
O=C(CSCc1c[nH]c(=O)[nH]c1=O)OCC(=O)c1ccc(Br)cc1	6%	-6%	6%	-2%	17%	-1%	-1.7	-4
CCc1ccc2[nH]c(=O)c(CN(CCN(CC)CC)C(=O)NC3CCCCC3)cc2c1	-5%	2%	-14%	8%	11%	16%	-0.1	9
CNCC(C)COc1ccccc1OCc1ccccc1 (stereo not given)	-21%	3%	4%	-8%	.	-5%	-4.9	-1
CC1(C(=O)Nc2ccc(F)cc2F)CCN1C(=O)Cc1ccccc1Cl (stereo not given)	-4%	-1%	13%	-2%	36%	-10%	-0.3	9
Cc1nccn1CCCNC(=O)CC1C(=O)NCCN1Cc1ccc(Cl)c(F)c1 (stereo not given)	-6%	-7%	2%	4%	-21%	0%	0.5	0
Cc1noc(C)c1COc1ccc(C(=O)N2CCN(S(=O)(=O)c3ccccc3)CC2)cc1	-5%	-10%	11%	-13%	-14%	-3%	1.0	6
O=C(c1cccnc1)N1CCN(CCCc2ccccc2)CC1	3%	1%[57.1 µM]	-3%	3%	-7%	1%	-1.7	.
CCC(c1nnnn1CS(=O)(=O)c1ccc(C)cc1)N1CCN(c2nc3ccccc3s2)CC1 (stereo not given)	1%	-12%	13%	19%	7%	4%	-1.6	.
CCc1ccc(-c2cn3c(n2)SCC3)cc1	?	2%	5%	5%	16%	25%	0.0	-3
O=C(O)C(Cc1ccccc1)N1Cc2ccccc2C1=O (stereo not given)	-26%	4%	0%	8%	5%	-13%	1.8	0
Cc1ccc2oc(C(=O)N(C)CCC(O)c3ccccc3)c(C)c2c1 (stereo not given)	-8%	5%	6%	-1%	11%	-17%	-0.5	7
O=C(O)c1ccccc1NS(=O)(=O)c1cccc(N=Nc2c(O)[nH]c(=S)[nH]c2=O)c1	-14%	-32%	8%	-1%	10%	7%	1.5	-74*
Cc1cc(N2CCN(c3ccccc3)CC2)nc(N)n1	-2%	0%	3%	5%	22%	3%	-1.9	0
CC(=O)CSc1nc2c(c(=O)[nH]c(=O)n2C)n1Cc1cccc(Br)c1	19µM*	-5%	-6%	-2%	10%	-17%	-3.6	0
COc1cc(CNC(C)c2ccccc2)c(Br)cc1OCC(N)=O (stereo not given)	5%	5%	0%	13%	18%	8%	-1.4	.
C/C(N)=C(/C#N)C(=O)COC(=O)CCSc1ccccc1	-6%&-16%	-4%&-4%	-2%&-2%	4%&8%	9%	5%&-2%	-1.2&1.4	-11&0
COc1ccc(CNC(=O)CN(Cc2ccc(Cl)cc2)S(C)(=O)=O)cc1	-1%	-9%	0%	23%	.	-1%	-0.4	1
O=C(COC(=O)/C=C/c1ccc(S(=O)(=O)N2CCOCC2)cc1)NCc1ccc(Cl)cc1	-2%	4%	-9%	4%	-5%	-5%	2.4	-7
COc1ccc(S(=O)(=O)NCC2CCCN(C(=O)c3sccc3C)C2)cc1 (stereo not given)	1%	1%	-4%	-31%	6%	-4%	-1.1	4
O=C(N/C(=C\c1ccco1)C(=O)N1CCOCC1)c1ccco1	-11%	7%	10%	-16%	19%	-20%	0.2	6
CCCCCNc1nc2ccccc2nc1NS(=O)(=O)c1cccs1	-21%	3%	-4%	-3%	6%	-1%	-0.3	-4
COc1ccccc1NS(=O)(=O)c1ccc2oc(SCC(C)=O)nc2c1	-10%	5%	2%	7%	10%	0%	-0.8	0
COc1ccccc1NCC(O)Cn1c2ccccc2c2ccccc21 (stereo not given)	-1%	-20%	24%	?	18%	-8%	-1.3	14
CC(=O)N1c2ccc(S(=O)(=O)N3CCCC(C(=O)Nc4ccc(F)cc4)C3)cc2CC1C (stereo not given)	-4%	6%	-6%	2%	22%	-3%	-2.2	10
CCOc1ccc(N(CC)C(=O)c2cn(CC)c(=O)c3cc(OC)c(OC)cc23)cc1	-13%	1%	0%	-9%	-6%	-21%	-1.9	1
